USP7 block – blocks human USP7 ubiquitin-rhodamine cleavage; purified USP7, Ub-rhodamine cleavage fluorescence; inhibition, % at 20 µM; 0.3% of 47,000 active
USP10 inh – inhibitors of human USP10 deubiquitinase | 1.1% of 47,000 active | Q14694 | inhibition, % at 20 µM | purified USP10, Ub-rhodamine fluorescence, 60 min
Target sequence (Q14694 whole entry, looked up): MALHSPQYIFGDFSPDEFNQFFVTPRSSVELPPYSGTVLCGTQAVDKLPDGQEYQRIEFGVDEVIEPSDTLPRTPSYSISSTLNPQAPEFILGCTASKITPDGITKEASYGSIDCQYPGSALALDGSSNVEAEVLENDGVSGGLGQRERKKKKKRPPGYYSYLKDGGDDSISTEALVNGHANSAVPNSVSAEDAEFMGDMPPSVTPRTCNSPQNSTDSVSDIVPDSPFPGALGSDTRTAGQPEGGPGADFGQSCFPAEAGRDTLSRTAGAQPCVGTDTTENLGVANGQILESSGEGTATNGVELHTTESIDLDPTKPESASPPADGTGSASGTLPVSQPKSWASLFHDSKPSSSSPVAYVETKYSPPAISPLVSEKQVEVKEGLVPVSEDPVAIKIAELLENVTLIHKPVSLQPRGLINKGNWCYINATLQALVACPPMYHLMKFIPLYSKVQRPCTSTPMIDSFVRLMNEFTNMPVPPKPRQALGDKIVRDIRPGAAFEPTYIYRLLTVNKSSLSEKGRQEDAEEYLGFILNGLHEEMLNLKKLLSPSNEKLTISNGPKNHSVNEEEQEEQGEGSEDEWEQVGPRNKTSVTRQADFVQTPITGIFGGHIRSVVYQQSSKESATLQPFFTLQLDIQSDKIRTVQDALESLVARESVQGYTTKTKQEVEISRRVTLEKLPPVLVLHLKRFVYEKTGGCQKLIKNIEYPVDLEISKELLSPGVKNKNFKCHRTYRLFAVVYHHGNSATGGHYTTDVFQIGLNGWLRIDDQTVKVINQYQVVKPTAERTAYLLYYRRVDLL
USP28 inh – inhibitors of human USP28 deubiquitinase; 3% of 47,000 active; AID 1645857; purified USP28, Ub-rhodamine cleavage fluorescence, 30 min; inhibition, % at 25 µM; Q96RU2
UCHL1 block – inhibitors of human UCHL1 deubiquitinase; 0.2% of 47,000 active; inhibition, % at 20 µM; purified UCHL1, Ub-rhodamine cleavage fluorescence; P09936
USP30 inh – human USP30 deubiquitinase inhibition; Q70CQ3; purified USP30, Ub-rhodamine cleavage fluorescence; inhibition, % at 25 µM; 5.3% of 47,000 active; AID 1645860
OTUD3 inh – blocks human OTUD3 ubiquitin-rhodamine cleavage | inhibition, % at 25 µM | 0.7% of 47,000 active | purified OTUD3, Ub-rhodamine fluorescence, 2 h
USP17 inh – human USP17-like deubiquitinase inhibition; A8MUK1; purified USP17, Ub-rhodamine cleavage fluorescence, 3 h; inhibition, % at 50 µM; 6.5% of 47,000 active
USP8 block – human USP8 deubiquitinase inhibition | P40818 | purified USP8, Ub-rhodamine cleavage fluorescence, 30 min | inhibition, % at 20 µM | 4.2% of 47,000 active | AID 1645853
* marks the source's active call; other numbers are inactive results; i = inactive. Cut-off read from the data, not from the text of the source: active = inhibition above about 30%; inactive = the rest.

Start of the data: the first 6 entries, ahead of the listing:
SMILES	USP30 inh	USP8 block	USP17 inh	USP7 block	USP28 inh	UCHL1 block	USP10 inh	OTUD3 inh
Cc1cc(C)cc(NC(=O)CN2C(=O)CC(c3ccccc3)Sc3ccccc32)c1 (stereo unspecified)	57*	19	27	10	33*	6	13	21
Cc1c(N2CCN(S(=O)(=O)c3ccc(CC(C)C)cc3)CC2)c(=O)n(C)c(=O)n1C	13	-6	0	-4	-4	0	2	-5
Cc1ccc(CCNC(=O)C2CCCN(c3ncnc4onc(C)c34)C2)cc1 (stereo unspecified)	36*	18	-6	-49	5	0	0	16
COCCCNC(=O)c1ccc(-c2ccc(N3CCCCC3)nc2)cc1	17	37*	11	-9	18	1	12	15
O=C(NC1CCOCC1)N[C@H]1C[C@H]2CN(Cc3ccccc3)Cc3ccccc3CN2C1	-72	9	-7	-2	-7	1	-2	-8
O=c1cc(CN2CCN(c3ccccc3)CC2)nc(-c2cccnc2)[nH]1	0	0	-9	7	0	1	1	1

Results, repeating the preview:
SMILES	USP30 inh	USP8 block	USP17 inh	USP7 block	USP28 inh	UCHL1 block	USP10 inh	OTUD3 inh
Cc1cc(C)cc(NC(=O)CN2C(=O)CC(c3ccccc3)Sc3ccccc32)c1 (stereo unspecified)	57*	19	27	10	33*	6	13	21
Cc1c(N2CCN(S(=O)(=O)c3ccc(CC(C)C)cc3)CC2)c(=O)n(C)c(=O)n1C	13	-6	0	-4	-4	0	2	-5
Cc1ccc(CCNC(=O)C2CCCN(c3ncnc4onc(C)c34)C2)cc1 (stereo unspecified)	36*	18	-6	-49	5	0	0	16
COCCCNC(=O)c1ccc(-c2ccc(N3CCCCC3)nc2)cc1	17	37*	11	-9	18	1	12	15
O=C(NC1CCOCC1)N[C@H]1C[C@H]2CN(Cc3ccccc3)Cc3ccccc3CN2C1	-72	9	-7	-2	-7	1	-2	-8
O=c1cc(CN2CCN(c3ccccc3)CC2)nc(-c2cccnc2)[nH]1	0	0	-9	7	0	1	1	1
O=C(NCCc1ccccc1)c1ccc2ncccc2c1	10	12	10	9	17	5	3	10
CN1C(=O)COc2ccccc2CCCC[C@@H]2[C@H]1CCCN2C(=O)c1cccnn1	-2	0	-1	1	0	-1	2	0
COc1ccc(C(=O)Cn2nc(C)c([N+](=O)[O-])c2C)cc1OC	0	-39	-8	3	0	1	0	-2
CCCC1(c2ccccc2)NC(=O)N(CC(=O)N(C)c2ccccc2)C1=O (stereo unspecified)	4	0	-2	-2	-1	0	1	0
Cn1cc(-c2cnc(NCc3ccccc3)nc2)cc1C(=O)NCc1cccnc1	-84	-49	-37	-13	-27	-13	-7	-28
Cc1ccc2cc(CN(CC3CCCO3)C(=O)Nc3ccccc3)c(=O)[nH]c2c1 (stereo unspecified)	-266	-48	-74	-24	-74	-20	-5	-58
Cc1ccc(-c2cc(C#N)c(=O)n(Cc3ccccc3)c2)cc1	11	9	7	-7	0	-1	-5	13
CC(C)N1CCN(C(=O)CN2CCC3(CCC2=O)NC(=O)c2ccccc2N3)CC1 (stereo unspecified)	18	32*	19	7	9	1	1	9
CN(c1ccc(C(=O)Nc2ccc(S(=O)(=O)Nc3ccccc3)cc2)cc1)S(C)(=O)=O	18	12	13	8	9	5	10	5
Cc1noc(C2(NC(=O)Cc3ccc(F)cc3)CCCCC2)n1	-3	0	0	-20	-12	-1	4	0
COc1cccc(CNC(=O)CCC(=O)N2CCSc3ccccc32)c1	2	1	-1	-6	-6	0	1	2
O=c1[nH]c2ccccc2c(=O)n1CCc1nc(-c2ccncc2)no1	7	3	-11	0	-6	-3	0	-7
O=C(CC(c1ccc(F)cc1)N1Cc2ccccc2C1=O)NCc1ccco1 (stereo unspecified)	6	20	2	-28	7	0	-2	17
CCS(=O)(=O)N1C[C@H]2CC[C@@]3(N=C(C)N(CC4CC4)C3=O)[C@H]2C1	-8	1	-11	1	-7	-3	5	-6
COc1ccc(CSc2nnc(-c3ccccn3)n2-c2ccc(OC)cc2)cc1	38*	8	6	1	10	0	-1	7
Cc1nn(-c2ccccc2)c2sc(-c3noc(C4CC4)n3)cc12	-59	-9	-18	-5	-16	1	-10	-2
COc1ccc2c(CNCCc3ccccc3)c(C(=O)O)n(Cc3ccc(F)cc3Cl)c2c1	30*	0	-10	-32	21	5	13	-7
O=C1Cc2ccccc2C(=O)N1c1ccc2c(c1)OCO2	-52	82*	66*	-32	36*	6	18	14
O=S(=O)(c1ccc2c(c1)OCCO2)N1CCN(CCc2ccccc2)CC1	-28	-2	-12	0	-11	0	-7	-8
O=C(NC1CCC1)[C@H]1C[C@@H]2CN(S(=O)(=O)C3CC3)C[C@H]1O2	-70	-10	3	-2	1	-1	3	4
N#Cc1sc2ccccc2c1OCc1ccc(F)cc1	7	0	2	7	4	2	11	1
Cc1ccc(S(=O)(=O)NCc2cnn3ccccc23)c(C)c1	-1	11	2	7	1	3	-2	3
Cc1ccc(C)n1CC1CCNCC1	i	-201	-130	-35	-206	-43	-2	-144
CCOc1cc(CNC(=O)CCc2c(C)nc3c(c2C)c(=O)n(C)c(=O)n3C)cc(OCC)c1OCC	-8	-8	2	0	2	-1	-5	1
O=C(c1ccccc1F)N1CCC2(CC1)OCCN2S(=O)(=O)c1ccccc1	5	9	0	6	4	0	0	3
Cc1c(CC(=O)N2CCN(c3ccccn3)CC2)c(=O)oc2cc(O)c(Cl)cc12	15	-32	3	2	0	2	-3	18
Cc1ccccc1OC(C)C(=O)NC1CCN(Cc2ccccc2)CC1 (stereo unspecified)	0	0	-2	4	-3	-1	1	0
CCCn1nc(-c2ccccc2)c2nc3ccccc3nc21	i	-276	-157	-140	-238	-156	-5	-168
COc1ccc(OC)c(-c2cc(C(=O)Nc3c(C)nn(Cc4ccccc4)c3C)no2)c1	-72	3	3	7	80*	7	7	0
CC(=O)c1ccc(NC(=O)C(C)N2CCC(Cc3ccccc3)CC2)cc1 (stereo unspecified)	17	14	2	5	13	6	7	6
CN(Cc1ccccc1)C(=O)C1CCCN(S(=O)(=O)c2ccc3c(c2)NC(=O)CO3)C1 (stereo unspecified)	5	-1	4	-7	6	-9	-1	3
Cc1nc(C2CCCN2C(=O)c2ccccn2)nc2c1CCC(=O)N2CC1CCCCC1 (stereo unspecified)	14	-1	2	-7	6	1	-2	6
CC(NC(=O)c1ccc(CS(=O)(=O)c2ccc(Cl)cc2)o1)c1ccccc1 (stereo unspecified)	0	14	0	-4	8	2	-1	8
COc1ccccc1NC(=O)NC1CCN(c2ccc(F)cc2)C1=O (stereo unspecified)	-39	-7	8	2	0	-2	0	8

Taken from the listing for reference:
SMILES	USP30 inh	USP8 block	USP17 inh	USP7 block	USP28 inh	UCHL1 block	USP10 inh	OTUD3 inh
Cc1ccccc1OC(C)C(=O)NC1CCN(Cc2ccccc2)CC1 (stereo unspecified)	0	0	-2	4	-3	-1	1	0
CCCn1nc(-c2ccccc2)c2nc3ccccc3nc21	i	-276	-157	-140	-238	-156	-5	-168
COc1ccc(OC)c(-c2cc(C(=O)Nc3c(C)nn(Cc4ccccc4)c3C)no2)c1	-72	3	3	7	80*	7	7	0
CC(=O)c1ccc(NC(=O)C(C)N2CCC(Cc3ccccc3)CC2)cc1 (stereo unspecified)	17	14	2	5	13	6	7	6
CN(Cc1ccccc1)C(=O)C1CCCN(S(=O)(=O)c2ccc3c(c2)NC(=O)CO3)C1 (stereo unspecified)	5	-1	4	-7	6	-9	-1	3

Reformatted: results already given
Every second line gives: USP30 inh	USP8 block	USP17 inh	USP7 block	USP28 inh	UCHL1 block	USP10 inh	OTUD3 inh
- CC(NC(=O)c1ccc(CS(=O)(=O)c2ccc(Cl)cc2)o1)c1ccccc1 (stereo unspecified)
    0	14	0	-4	8	2	-1	8
- COc1ccccc1NC(=O)NC1CCN(c2ccc(F)cc2)C1=O (stereo unspecified)
    -39	-7	8	2	0	-2	0	8

Next section:
SMILES	USP30 inh	USP8 block	USP17 inh	USP7 block	USP28 inh	UCHL1 block	USP10 inh	OTUD3 inh
CN(C)C(=O)N1CCN(S(=O)(=O)c2ccccc2)CC2(CC(=O)N(C)C2)C1 (stereo unspecified)	17	11	0	2	4	1	0	13
O=S(=O)(c1cccc(F)c1)N1CCC(n2cnnc2C2CC2)CC1	2	17	6	0	0	0	2	3
Cc1cc(NS(=O)(=O)c2ccc(NC(=O)c3cccc4ccccc34)cc2)no1	24	16	20	6	5	2	5	12
O=c1c(Cc2c(F)cccc2Cl)c(O)ccn1Cc1ccc2c(c1)OCO2	7	17	11	-8	8	0	2	10
N[C@@H](Cc1ccccc1)C(=O)N1CCC2(CC1)CN(C(=O)c1ccc(Cl)cc1)CCO2	68*	-271	46*	1	45*	1	1	21
CCOC(=O)N1C[C@H](C(=O)NC)[C@H]2c3ccccc3N(CC(=O)N(C)C)C(=O)[C@]21C	0	0	2	0	-6	-5	1	-3
Cc1c(C)n(CCO)c2ncn3nc(-c4ccccc4)nc3c12	8	13	3	2	-1	0	-4	3
CC1CCN(C(=O)c2snc3c(=O)n(C4CC4)c(=O)[nH]c23)CC1	23	-1	1	-3	2	-1	1	5
O=S(=O)(c1ccc(OCc2nc3ccccc3s2)c(Cl)c1)N1CCOCC1	-81	1	-6	-2	-11	0	3	-10
CC1CCN(c2nc(F)c3c(c2F)S(=O)(=O)CCN3Cc2cccnc2)CC1	-88	85*	51*	-9	-21	3	-5	-17
CN(C)S(=O)(=O)c1cccc(NS(=O)(=O)c2cc(C(=O)O)ccc2Cl)c1	-45	-120	-53	-3	-1	-2	3	-5
COc1ccc2c(CNCCCc3ccccc3)c(C(=O)O)n(C)c2c1	-1	0	2	3	7	3	2	18
CC(C)c1cc(C(=O)N2C[C@@H](c3cccc(F)c3)[C@@H]3NC(=O)CCCC[C@H]32)n[nH]1	-2	5	2	-1	5	1	1	6
Cc1sc(NC(=O)C2CCCC2)nc1-c1ccc2c(c1)CCN2C(=O)CC(C)(C)C	-485	-22	-40	-30	-41	0	-5	-93
O=C(Nc1ccccc1)c1ccc2c(c1)S(=O)(=O)Nc1ncnn1-2	5	1	-2	6	-3	2	3	2
O=C(Nc1ccccc1)N1CCCC2(CCCN2CCCc2ccccc2)C1 (stereo unspecified)	-8	-22	-18	-1	7	1	-6	6
Cn1nc(-c2ccccc2)c(C#N)c1Sc1ccc(F)cc1	6	0	7	4	26	4	7	4
O=C(NCCC1=CCCCC1)c1cc(=O)[nH]c2ccccc12	0	0	-20	-4	-8	-3	-1	-4
NC(=O)C1CCCN(C(=O)c2ccc3c(c2)OCC(=O)N3CC(=O)c2ccc(Cl)cc2)C1 (stereo unspecified)	12	-5	0	2	0	2	-1	2
O=C(Nc1ccc(F)c(F)c1)NC(CO)Cc1c[nH]c2ccccc12 (stereo unspecified)	-20	-1	-5	-29	-12	-1	-2	-13
O=C(Cc1cccc(F)c1)NCc1ccnc(C2CCCOC2)n1 (stereo unspecified)	6	-3	1	-4	4	-1	3	2
CS(=O)(=O)N(Cc1nc(-c2ccc3c(c2)OCCO3)no1)Cc1ccccc1Cl	4	17	8	7	14	2	-7	14

Assay outcomes from PubChem.
